MPTP block = mitochondrial permeability transition pore inhibitors, primary screen, biochemical, isolated mouse mitochondria, absorbance | Ca2+ swelling absorbance, 30 min | inhibition, % at 10 µM | 1.4% of 360,000 active | AID 602449, 2012;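 active = inhibition of 50% or more, scaled per plate between neutral and stimulator controls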;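 note: 0% = DMSO wells given calcium and 100% = 1 mM EGTA wells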
SENP8 inh = human SENP8 protease inhibitors, primary screen, biochemical, fluorescence, Nedd8 protein substrate, uHTS | Sentrin-specific protease 8 (Homo sapiens), Q96LD8 | recombinant SENP8 | inhibition, % at 20 µM | 0.64% of 360,000 active | AID 602440, 2012; in the data active = inhibition mostly above about 40%, no sharp cut-off; inactive = mostly below about 27%
Target sequence (Q96LD8 whole entry, looked up): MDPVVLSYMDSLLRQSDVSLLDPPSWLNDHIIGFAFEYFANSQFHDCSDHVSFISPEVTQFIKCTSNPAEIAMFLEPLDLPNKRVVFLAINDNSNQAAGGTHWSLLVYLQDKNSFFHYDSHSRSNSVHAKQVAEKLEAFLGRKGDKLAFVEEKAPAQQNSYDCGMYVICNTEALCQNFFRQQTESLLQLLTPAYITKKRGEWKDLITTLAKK
The depositor's hits bear a star; i = inactive. Only part of the results is shown. The share of hits here may be higher or lower than overall.

SMILES	MPTP block	SENP8 inh
CCOc1ccc(CCN2C(=O)C(=O)N([C@@H](Cc3ccccc3)CN3CCC[C@H]3CN3C(=O)C(=O)NC[C@@H]3Cc3ccccc3)C[C@@H]2CC(C)C)cc1	-4.7	18
CCCCn1nnnc1C(c1cc2ccccc2o1)N1CCN(CC(=O)N2CCCC2)CC1 (configuration not stated)	0.9	-3
CN(Cc1ccc2c(c1)CCCN2C)C(=O)[C@H]1O[C@@H](n2cnc3c(N)ncnc32)[C@H](O)[C@@H]1O	-2.9	28
COc1ccc(-c2nc3c4ccccc4ccn3c2Cc2ccccc2C(F)(F)F)cc1OC	0.2	-372
O=C(Nc1ccccc1Oc1ccccc1)[C@@H]1O[C@H](CO)[C@H](O)[C@H](O)[C@H]1O	-1.4	-14
CC(C)Nc1ncnc2c1ncn2[C@H]1CN(Cc2ccccc2)C[C@@H](CO)O1	-0.4	-5
Cc1ccccc1S(=O)(=O)N1CCN(c2ccc3c(c2)C2CC3CCN2C(=O)OCc2ccccc2)CC1 (configuration not stated)	-0.3	13
CSc1ccc(CN2CCC(C)(Oc3ccc4ccccc4c3)C2)cc1 (configuration not stated)	6.7	8
CC(=O)c1cccc(NC(=O)C2(C)Cc3c(-c4cccc(C(N)=O)c4)ccnc3O2)c1 (configuration not stated)	-0.4	11
COCCNC(=O)C1(C)CCN(C(=O)c2cc(-c3ccccc3)cs2)C1 (configuration not stated)	-0.8	14
CCCCn1nnnc1C1(C)CCC(=O)N1Cc1ccc(C)cc1 (configuration not stated)	1.4	10
CN(Cc1ccccc1)C(=O)[C@@H]1CCCN1C(=O)[C@@H]1CCCN1C(=O)c1cccs1	-1.0	8
COc1ccc(C(C)(O)c2nc(-c3cccc(C#N)c3)cs2)cc1 (configuration not stated)	3.3	10
CCCCNC(=O)c1ccc(Cc2cn(C)c3ccccc23)nc1	0.8	6
COCc1cn(-c2nc3ccccc3s2)nn1	0.5	14
Brc1ccc2nc(C3CCCCC3)c(Cc3ccccc3)n2c1	3.1	-32
COc1cccc(-c2cnc(C(O)c3ccc(F)cc3C)[nH]2)c1 (configuration not stated)	0.1	16
CCC(C)CN1C(=O)CSCC1(C)C(=O)Nc1c(C)cccc1C (configuration not stated)	2.4	31
COc1ccccc1COc1cccn2c(N(C)C(=O)CCC3CCCC3)c(C)nc12	-0.2	2
O=C1NC[C@H](CCCCN2C[C@H](Cc3ccccc3)N(CCC3CCCCC3)C(=O)C2=O)N(Cc2ccccc2)C1=O	-2.0	4
C[C@H]1CN([C@@H](C)CO)C(=O)CCCn2cc(nn2)CO[C@@H]1CN(C)C(=O)Nc1ccc(-c2cccs2)cc1	-0.5	-32
CCOC(=O)[C@]12CCC=C1N(Cc1cccc3ccccc13)C(=O)[C@H](CC(=O)NCc1ccc(OC)c(OC)c1)C2	-1.2	0
COc1cccc(NC(=O)N2CCc3nc(NCc4cccc(Oc5ccccc5)c4)ncc3C2)c1	1.9	-247
CC1(C(=O)NS(=O)(=O)C2CC2)CCCN(C(=O)c2cccc(OC(F)(F)F)c2)C1 (configuration not stated)	-2.5	10

Five entries from above, sorted by their value in MPTP block, low to high.
Structure	MPTP block
CC1(C(=O)NS(=O)(=O)C2CC2)CCCN(C(=O)c2cccc(OC(F)(F)F)c2)C1 (configuration not stated)	-2.5
O=C1NC[C@H](CCCCN2C[C@H](Cc3ccccc3)N(CCC3CCCCC3)C(=O)C2=O)N(Cc2ccccc2)C1=O	-2.0
C[C@H]1CN([C@@H](C)CO)C(=O)CCCn2cc(nn2)CO[C@@H]1CN(C)C(=O)Nc1ccc(-c2cccs2)cc1	-0.5
COc1cccc(-c2cnc(C(O)c3ccc(F)cc3C)[nH]2)c1 (configuration not stated)	0.1
COCc1cn(-c2nc3ccccc3s2)nn1	0.5

Further records.
SMILES	MPTP block	SENP8 inh
CCOC1=C2[C@@H](CN(S(=O)(=O)c3ccc(C)cc3)[C@H]2c2ccccc2F)[C@H]2C(=O)N(Cc3ccccc3)C(=O)[C@H]2C1	1.3	-3
CC(C)C[C@H]1CN(CCCC[C@@H]2CNC(=O)C(=O)N2CC2CCCCC2)C(=O)C(=O)N1CCc1ccccc1	-2.1	16
Nc1nc2c(ncn2[C@@H]2O[C@H](CNCc3ccc4ncccc4c3)[C@@H](O)[C@H]2O)c(=O)[nH]1	-2.2	15
COc1ccc(NC(=O)C2(C)Cc3c(-c4ccc(NC(C)=O)cc4)ccnc3O2)cc1 (configuration not stated)	-0.6	11
Cn1ccc2c(-c3cncc4ccccc34)cc3c(c21)C1CCC3O1 (configuration not stated)	0.0	-366
CC(C)C[C@H]1CN(CCCC[C@@H]2CNC(=O)C(=O)N2CC2CCCCC2)C(=O)C(=O)N1CCc1ccc(O)cc1	-0.3	8
COc1cccc(-c2cc3nc(NCCOc4ccccc4Cl)n(C)c(=O)c3s2)c1	2.3	-152
CCCCC(=O)N(C)c1c(CC)nc2c(OCC=C(C)C)cccn12	0.5	32
CCCC(=O)N1CCCC(c2cc(C(=O)NCc3cccnc3)no2)C1 (configuration not stated)	-0.1	14
COc1cccc(CNc2nc(NC(C)C)nc3ccsc23)c1	4.2	-41
CCOC(=O)C1CCCN(C(=O)c2ccc(OC)cc2OC)CC1 (configuration not stated)	0.2	6
Cc1ccc(NC(=O)C2(C)CCN2C(=O)CC(c2ccccc2)c2ccccc2)cc1 (configuration not stated)	0.0	10
COC(=O)C(C(=O)OC)C1CCCCC1NS(=O)(=O)c1ccc(C)cc1 (configuration not stated)	1.1	13
CCCCCCN1CCN(C2CN(Cc3cn(Cc4ccc(C)cc4)nn3)S(=O)(=O)C2)CC1 (configuration not stated)	0.7	8
Cc1ccc(S(=O)(=O)N2C[C@H]3[C@H]4C(=O)N(C)C(=O)[C@H]4CC(=O)[C@H]3[C@@H]2c2ccccc2Cl)cc1	-2.4	-4
Nc1[nH]c(C(=O)c2ccccc2)c(-c2ccc(Cl)cc2)c1C(=O)NCc1ccccc1	1.6	11
CC(C)(C)S(=O)N1Cc2cc(C(=O)Nc3ccc(-c4ccccc4)cc3)nc(-c3cccc(-c4cc5ccccc5o4)c3)c2[C@@H]1CCO (some centres not stated)	2.4	-119
COCCNc1nc(NCc2ccc(C(C)C)cc2)c2sccc2n1	38	9
CCc1nc2c(OCC(=O)c3ccc(Cl)cc3Cl)cccn2c1N(C)C(=O)COc1ccccc1	-0.3	-68
O=C(NCc1ccc(F)cc1)c1cc(C2CCCCN2C(=O)c2ccccc2)on1 (configuration not stated)	-0.2	19
COc1cc(CN2CCC(C(=O)NC(c3ccccc3)c3ccsc3)CC2)cc(OC)c1 (configuration not stated)	0.7	9
O=C(CSc1nc2ccc(F)cc2c(=O)n1-c1ccccc1)Nc1ccc2c(c1)CCC2	0.7	27
CCOC(=O)[C@]12CCC=C1N(CCC1=CCCCC1)C(=O)[C@H](CC(=O)N1CCSCC1)C2	0.8	21
CN1CCN(c2ccc(CNC(=O)C3Cc4c(-c5ccc(Cl)cc5)ccnc4O3)cc2)CC1 (configuration not stated)	-0.4	8
O=C1NC[C@H](CCCCN2C[C@H](Cc3ccc(O)cc3)N(CCc3ccccc3)C(=O)C2=O)N(CCC2CCCCC2)C1=O	-2.9	6
CC(=O)Nc1ccc(CN(C)c2c(C)nc3ccc(C(=O)NCCCn4ccnc4)cn23)cc1	-0.5	17
CCOCCC(=O)Nc1ccc2c(c1)c(=O)n(C)n2CC=C(C)C	1.0	i
Cn1cnc(S(=O)(=O)N2CCCCC2c2cc(C(=O)Nc3cccc(C#N)c3)no2)c1 (configuration not stated)	-0.2	4
CC1(C(=O)NS(=O)(=O)C2CC2)CCCN(C(=O)c2ccc(F)cc2Cl)C1 (configuration not stated)	-0.3	11
c1ccc2ncc(-n3ccnc3)cc2c1	-0.4	13
CC(=O)c1cccc(NC(=O)C2Cc3c(-c4cccc(C(N)=O)c4)ccnc3O2)c1 (configuration not stated)	-1.4	2
O=C(NC1CCCC1)c1nc(-c2ccco2)oc1-c1ccccc1	-1.7	-424
Cc1ccc(S(=O)(=O)N(C)c2ccc3c(c2)C(=O)c2ccccc2-3)cc1	-2.0	16
COc1ccc(CNC(=O)c2sc(=O)n(Cc3cc(C(C)=O)ccc3OC)c2C)cc1	-0.7	15
CS(=O)(=O)Nc1ccc(-c2cncc3nccn23)cc1	-0.9	i
CCCc1c(-c2ccc(F)cc2)ncn1CCc1ccccc1OC	-0.7	6
Cc1cc(NC(=O)c2csc([C@@H]3O[C@H](CO)[C@H](O)[C@H](O)[C@H]3O)n2)n(C)n1	-0.4	3
Cc1ccc(F)cc1-c1cc2nc(NCCCN(C)C)n(C)c(=O)c2s1	0.9	-45
COc1ccccc1CNc1nc(NC(C)C)nc2cc(-c3ccccc3)sc12	75*	-375
CCOC(=O)C1=CCCN(S(=O)(=O)c2ccc(C)cc2)C1	-0.6	16
O=C(NCc1cccnc1)c1cc(C2CCCCN2C(=O)c2ccc(Cl)cc2)on1 (configuration not stated)	-0.5	18
CN1CCN(C(=O)c2ccc(NC(=O)c3ccc(Br)o3)cc2)CC1	1.3	2
CC1(Cc2c(Cl)cccc2Cl)C(=O)Nc2cc(-c3ccccc3Cl)ccc21 (configuration not stated)	0.5	-14
O=C1c2ccccc2C(c2nnnn2Cc2ccccc2)N1CCOc1ccccc1 (configuration not stated)	-0.5	17
COC(=O)C[C@H]1CC[C@@H](NC(=O)C2CC2)[C@@H](CO)O1	-0.6	19
Cn1c(=O)c2cc(NC(=O)Cc3ccccc3F)ccc2n1C/C=C/c1ccccc1	0.2	-490
CC(C)Nc1ncnc2c1ncn2[C@H]1CN(Cc2ccncc2)C[C@@H](CO)O1	-0.4	14
CC(=O)NC(c1ccccc1)c1nc(-c2ccccc2C)cs1 (configuration not stated)	-2.2	0
CCc1nc2ccc(C(=O)NCc3ccc4c(c3)OCO4)cn2c1N(C)Cc1cccs1	-0.1	0
O=C(NCCc1ccc(O)c(Br)c1)c1ccc(Br)o1	-0.5	8
CCOc1ccc(Cl)cc1-c1cc(C(=O)NCCOC)[nH]n1	0.4	5
Cc1cccc(C)c1-n1nnnc1C(c1ccnc2ccccc12)N1CCN(C(=O)OC(C)(C)C)CC1 (configuration not stated)	-0.1	24
COc1cccc(C(NC(C)=O)c2nc(-c3ccc(C)c(C)c3)cs2)c1 (configuration not stated)	-0.4	12
Cc1ccc2ccccc2c1C(O)c1ncc(-c2cccc(C(F)(F)F)c2)[nH]1 (configuration not stated)	5.3	2
CN1CCN2c3ccccc3CC(C#N)(C#N)C2C1 (configuration not stated)	-0.7	7
COc1cc(CNC(=O)Nc2nnc([C@H]3C[C@H](O)[C@@H](CO)O3)s2)cc(OC)c1OC	-1.1	-10
CCCCN(C=O)c1c(CC)nc2c(OCCC)cccn12	1.0	10
COc1ccccc1-c1cc(NC(C)=O)c2ncc(-c3cccc(C(C)=O)c3)n2c1	-1.1	-58
COCCN1C(=O)CCC1(C)C(=O)Nc1ccc2c(c1)OCCO2 (configuration not stated)	-0.7	22
NCc1csc(Nc2ccc(C(=O)c3ccccc3)cc2)n1	0.7	-288

One compound at a time (already shown). Screens in order: MPTP block | SENP8 inh
COc1cccc(C(NC(C)=O)c2nc(-c3ccc(C)c(C)c3)cs2)c1 (configuration not stated) is listed with -0.4 | 12
NCc1csc(Nc2ccc(C(=O)c3ccccc3)cc2)n1 is listed with 0.7 | -288
CN1CCN2c3ccccc3CC(C#N)(C#N)C2C1 (configuration not stated) is listed with -0.7 | 7
Cc1ccc2ccccc2c1C(O)c1ncc(-c2cccc(C(F)(F)F)c2)[nH]1 (configuration not stated) is listed with 5.3 | 2

Additional structures
SMILES	MPTP block	SENP8 inh
CC(C)C(=O)N1CCC1(C)C(=O)Nc1cc(-c2ccccc2)nn1C (configuration not stated)	-0.5	11
CC[C@@H]1Cc2[nH][nH]c(=O)c2[C@@H](c2ccc(Cl)cc2)O1	-0.9	7
O=C1CCCCCC[C@@H](O)[C@H](O)C[C@H](c2ccccc2)O1	0.4	-10
CCOC(=O)C(CC)c1cc2n(c(=O)c1C#N)CCC21OCCO1 (configuration not stated)	0.2	-407
OC(c1cccc(Cl)c1)c1ncc(-c2ccccc2Cl)[nH]1 (configuration not stated)	4.5	5
COCCNC(=O)C1(C)CCN(C(=O)C2(c3ccc(Cl)cc3)CCCC2)C1 (configuration not stated)	0.4	17
N#Cc1ccc(-c2cccc3nccn23)cc1	0.6	-468
CCOC(=O)C1(C)CCCCN1C(=O)c1cccc(Cl)c1 (configuration not stated)	0.1	-2
N#Cc1ccccc1C[C@H](N)C(=O)NC[C@H]1O[C@@H](n2cnc3c(N)ncnc32)[C@H](O)[C@@H]1O	-0.5	14
COc1cc(-c2cnc3c(NC=O)cc(-c4ccc(N5CCN(C)CC5)cc4)cn23)cc(OC)c1OC	0.2	-264
CC(C)c1ccc(C(=O)N2CCCC(c3cc(C(=O)Nc4ccc5c(c4)OCO5)no3)C2)cc1 (configuration not stated)	-0.8	10
CC(=O)C1=CCC(c2ccccc2F)N(S(=O)(=O)c2ccc(C)cc2)C1 (configuration not stated)	1.0	10
CCc1nc2ccc(C(=O)NC3CCN(Cc4ccccc4)CC3)cn2c1N(C)Cc1cccs1	0.9	-6
CCc1ccc(C2CC3C(CN2S(=O)(=O)c2ccc(C)cc2)C(=O)CC(c2ccc(CC)cc2)N3S(=O)(=O)c2ccc(C)cc2)cc1 (configuration not stated)	-0.3	22
COc1ccccc1NC(=O)Nc1nnc([C@@H]2C[C@H](O)[C@@H](CO)O2)s1	0.3	3
CC(C)NC(=O)c1cc(C2CCCCN2S(=O)(=O)c2cccs2)on1 (configuration not stated)	3.4	6
Cc1ccc(S(=O)(=O)N2C[C@H]3C(=O)C[C@@H](c4cccs4)N(S(=O)(=O)c4ccc(C)cc4)[C@H]3C[C@H]2c2ccccc2)cc1	1.6	12
Cc1ccc(CN2CC(N3CC=CC3)CS2(=O)=O)cc1 (configuration not stated)	-0.1	48*
CCOc1ccc(Cl)cc1-c1cc(C(=O)Nc2cc(OC)c(OC)c(OC)c2)[nH]n1	0.6	16

Screening results: PubChem BioAssay, Sanford-Burnham Center for Chemical Genomics
